# Assay outcomes: PubChem BioAssay, National Center for Advancing Translational Sciences (NCATS)
# N370S GC mod: inhibits or activates N370S mutant glucocerebrosidase. P04062. N370S GC spleen homogenate, 4MU-glucoside fluorescence. Potency, µM (series often up to 59.4 µM), for the others: at the highest dose activity change, negative = inhibition, actives largely listed as inhibitors. actives 0.092% (n = 330,000). AID 2101;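 also: 0% = full enzyme activity and -100% = no enzyme basal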
# FEN1 inh: inhibitors of human flap endonuclease 1. P39748. Recombinant FEN1 flap cleavage, fluorescence, 15 min. Potency, µM (titrated, usually from 114 µM), without a hit: top-dose activity change, negative = inhibition, most hits filed as inhibitors. actives 0.35% (n = 390,000). AID 588795; also: nearly all actives have a fitted effect of over 65% in size
# Target sequence (P39748 whole entry, looked up): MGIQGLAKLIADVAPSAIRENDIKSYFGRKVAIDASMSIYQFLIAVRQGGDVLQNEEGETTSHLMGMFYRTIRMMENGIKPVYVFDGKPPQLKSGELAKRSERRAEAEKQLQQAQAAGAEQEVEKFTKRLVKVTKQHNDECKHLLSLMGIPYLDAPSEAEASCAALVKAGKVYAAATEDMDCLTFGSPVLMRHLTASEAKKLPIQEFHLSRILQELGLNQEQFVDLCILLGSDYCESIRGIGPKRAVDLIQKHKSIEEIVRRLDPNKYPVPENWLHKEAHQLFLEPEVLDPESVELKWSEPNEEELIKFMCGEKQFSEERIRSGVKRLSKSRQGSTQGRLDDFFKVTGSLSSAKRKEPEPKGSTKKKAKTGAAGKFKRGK
#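 In this screen, 50 nM flap DNA substrate was added to 10 nM FEN1 pretreated with compound for 15 min at room temperature; cleavage was followed with reads at 0 and 15 min, and Hill fitting gave concentration–response parameters.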
# TDP1 block: blocks human tyrosyl-DNA phosphodiesterase 1; Q9NUW8; recombinant TDP1, AlphaScreen DNA substrate cleavage; Potency, µM (titrated, usually from 130 µM), for the others: at the top dose activity change, negative = inhibition, usual class: inhibitors; actives 0.28% (n = 350,000); AID 485290; also: nearly all actives have a fitted effect of over 40% in size
# Target sequence (Q9NUW8 whole entry, looked up): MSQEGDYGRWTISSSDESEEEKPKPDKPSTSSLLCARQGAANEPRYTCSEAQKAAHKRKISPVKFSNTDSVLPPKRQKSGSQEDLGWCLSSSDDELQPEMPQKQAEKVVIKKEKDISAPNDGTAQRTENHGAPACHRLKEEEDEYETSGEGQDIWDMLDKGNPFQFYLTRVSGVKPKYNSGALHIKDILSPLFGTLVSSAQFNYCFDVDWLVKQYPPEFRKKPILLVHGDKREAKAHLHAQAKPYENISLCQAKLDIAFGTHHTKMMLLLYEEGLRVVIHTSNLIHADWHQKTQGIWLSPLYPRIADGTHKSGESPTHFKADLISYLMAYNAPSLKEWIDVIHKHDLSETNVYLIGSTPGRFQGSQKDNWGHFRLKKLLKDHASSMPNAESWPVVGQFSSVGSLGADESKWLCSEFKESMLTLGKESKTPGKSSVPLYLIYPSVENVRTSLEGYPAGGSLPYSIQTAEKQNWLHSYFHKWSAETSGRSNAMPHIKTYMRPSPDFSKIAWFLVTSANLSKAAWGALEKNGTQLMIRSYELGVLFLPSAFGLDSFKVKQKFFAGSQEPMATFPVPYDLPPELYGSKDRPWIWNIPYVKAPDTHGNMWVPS
#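 Tdp1 1 nM final; 15 min RT w/ cpd; substrate 15 nM, 5 min; beads 10 ug/ml, 10 min; AlphaScreen read. Neg ctrl: no enzyme.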
# * = called active by the depositor; u = inconclusive; x = no result given; & = joins results of further samples. Calls follow the shape of the dose curve; as a rule, active = well fitted curve in the direction sought with a large enough effect; inconclusive = small, poorly fitted or top-dose-only effect, or another doubt; inactive = no such curve, though single readings can be large; an effect the other way counts as inactive or inconclusive. Unless noted, % is scaled to controls: 0 for no effect and ±100 for the full control effect; potency is read from the fitted curve at half-maximal effect.
N370S GC mod	FEN1 inh	TDP1 block	Structure
-5.9%	-15.6%	2.2%	O=C(Nc1ccc(N2CCN(C(=O)c3ccco3)CC2)c(Cl)c1)c1cc2ccccc2o1
-24.5%	-6.4%	4.7%	COc1ccc(/C=N/Nc2c(Cl)cc(Cl)cc2Cl)cc1CN1CCOCC1
7.4%	13.6%	1.3%	COc1ccc(-c2noc(CSc3nc4ccccc4c(=O)n3-c3ccc(C)cc3)n2)cc1
-3.6%	0.7%	0.1%	CC1CCCC(NC(=O)CN2C(=O)c3cccnc3Oc3ccc(Cl)cc32)C1C (stereo not drawn)
28.0%	-20.0%	5.2%	COc1ccccc1NC(=O)CSc1nnc(COc2ccc(Cl)cc2)n1Cc1ccco1
11.8%	-3.6%	-1.0%	CC(=O)c1c(C)nc(-c2ccc(Cl)cc2)nc1N=CN(C)C
x	-24.2%	-2.8%	COC(=O)c1ccc(NC(=O)CC2C(=O)N(c3cccc(C)c3)C(=O)N2C2CCCC2)cc1 (stereo not drawn)
5.1%	-7.3%	3.8%	CCO[C@H]1OC(C(=O)NCc2nc3ccccc3[nH]2)=C[C@@H](C2CC2)[C@@H]1CCCO
-0.9%	0.6%	x	O=C(Cc1ccccc1F)NCC(=O)Nc1ccccc1Br
-0.1%	0.7%	9.9%	Cc1cccc(NC(=O)CN2CCC(C(=O)c3ccc4c(c3)OCCO4)CC2)c1
-13.7%	-2.2%	-0.6%	CNC(=O)C(=O)NCCC1CCCCN1S(=O)(=O)c1cccs1 (stereo not drawn)
0.7%	-4.8%	-4.7%	Cc1cc(=O)c(C(=O)O)nn1-c1ccccc1
-10.2%	-7.2%	1.1%	CCN(CC(=O)NC(C)C)C(=O)CCNC(=O)c1ccc(Cl)cc1
12.8%	24.2%	2.6%	O=C(COc1ccc(Cl)cc1)NCc1nnc(SCC(=O)NCC2CCCO2)o1 (stereo not drawn)
u	2.0%	-2.0%	CCc1ccc(-c2cc(C(F)(F)F)n3nc(C(=O)Nc4cnn(Cc5ccccc5C)c4)cc3n2)s1
u	8.1%	-2.4%	CCOC(=O)C1CCN(c2nc(-c3ccccc3)nc3c2oc2ccccc23)CC1
8.2%	-4.8%	1.9%	Cc1ccc(CNC(=O)C(CCC(N)=O)NC(=O)OCc2ccccc2)cc1 (stereo not drawn)
x	-18.1%	4.5%	CC[C@]12c3[nH]c4ccccc4c3CCN1C(=O)C(CC(=O)NC/C=C(\C)CCC=C(C)C)C[C@@H]2C(=O)N1CCN(C(=O)c2ccco2)CC1 (stereo partly drawn)
29.2%	3.0%	2.3%	COc1cc(=O)[nH]c(SCc2c(F)c(F)c(F)c(F)c2F)n1
-15.2%	-1.9%	6.9%	Cc1cccc(NC(=O)COc2nsnc2N2CCOCC2)c1
-0.2%	-17.8%	2.5%	O=C(c1ccc2c(c1)OCO2)C1CCCN(Cc2c(F)ccc(F)c2F)C1 (stereo not drawn)
14.5%	13.6%	1.4%	CCOc1ccc(CCNC(=O)CS(=O)(=O)Cc2nc(-c3ccccc3F)oc2C)cc1
7.8%	u	-9.6%	COCCCn1c(=O)/c(=C\c2ccccc2OC(C)C)s/c1=C(/C#N)C(=O)Nc1ccc(C(=O)O)cc1
7.1%	-10.7%	-2.6%	CC1(C)C2CC=C(/C=N/NC(=O)c3ccccc3Br)C1C2 (stereo not drawn)
-0.1%	-6.4%	-4.2%	COc1cc2[nH]c(=O)n(CCCCCC(=O)NCCCN3CCCC3=O)c(=O)c2cc1OC
3.16µM*	-15.4%	2.5%	CCOc1ccc(N(CC(=O)Nc2ccccc2F)S(=O)(=O)c2c(C)[nH]c(=O)[nH]c2=O)cc1
x	-6.0%	5.2%	O=C(C1CCC1)N1CCc2cc(S(=O)(=O)NC3CCCC3)ccc21
3.6%	9.5%	0.0%	COc1ccc(-c2cc(N)n(S(=O)(=O)Cc3ccccc3)n2)c(OC)c1
-2.6%	-1.0%	1.9%	O=C(CSc1ccc(-c2cccnc2)nn1)Nc1ccc(Br)cc1
12.1%	-13.5%	-1.0%	CCc1nc(OCC(=O)c2ccccc2)c(C#N)c2c1COC(C)(C)C2
-4.2%	-1.9%	5.6%	CCOC(=O)N1CCC(Nc2c(NCCCN3CCN(c4ccc(OC)cc4)CC3)c(=O)c2=O)CC1
-7.5%	x	2.3%	O=C1NN(c2ccccc2)C(=O)/C1=C/c1cccs1
x	0.9%	2.6%	Cc1cccc2sc(N(Cc3cccnc3)C(=O)c3cccs3)nc12
-5.4%	0.2%	-3.1%	C(=N\Nc1nc2ccccc2s1)/c1ccco1
-18.0%	-16.7%	-3.7%	CCCN(CCC)Cc1c(C(=O)N/N=C/c2c[nH]c3ccccc23)nnn1-c1nonc1N
3.2%	4.1%	2.6%	Cc1c(Cl)cc(-n2cnnn2)cc1[N+](=O)[O-]
0.2%	-2.3%	0.0%	CC(C)(C)OC(=O)NCCc1nnc(SCc2ccc(Cl)cc2Cl)o1
x	-11.1%	2.4%	C=CC[C@@H](CC(=O)N[C@@H](CO)Cc1ccccc1)C(=O)N[C@H](COC(=O)[C@@H](CC=C)Cc1ccc(F)cc1)C(C)(C)C
x	-2.1%	2.6%	O=C(NCCc1ccccc1)C1(c2cccs2)CCOCC1
4.1%	-2.3%	2.3%	Cc1cccc(OCCCC(=O)O)c1
-2.5%	2.2%	0.6%	CC(C)(C)OC(=O)N1CCN(c2ccc([N+](=O)[O-])cc2)CC1
7.6%	13.4%	x	Cc1ccccc1Cn1c(-c2ccc(=O)[nH]c2)nc2ccccc21
-8.5%	-15.8%	x	O=C(c1cnn(-c2cccc(F)c2)c1)c1ccccc1O
6.2%	16.0%	1.4%	Cc1c(C(=O)N(C)C(C)c2ccncn2)oc2c(F)cccc12 (stereo not drawn)
-3.2%	11.5%	2.6%	O=C(Cn1nc(-c2ccc(Cl)cc2)ccc1=O)NCc1ccc2c(c1)OCO2
4.3%	4.7%	4.1%	O=S(=O)(c1cccc(F)c1)N1CCc2sccc2C1c1ccc(OC(F)(F)F)cc1 (stereo not drawn)
-6.8%	15.7%	3.9%	O=C(NCc1cccs1)C1CCN(c2ccc(S(=O)(=O)N3CCOCC3)cc2Cl)CC1
u	-2.1%	x	Cc1ccc(S(=O)(=O)Nc2ccc(C(=O)N3CCN(c4ccccc4O)CC3)cc2)cc1[N+](=O)[O-]
17.5%	-9.3%	0.0%	O=C(CSc1nccc(-c2cccs2)n1)Nc1cccc(Cl)c1Cl
-1.1%	5.0%	2.7%	O=[N+]([O-])c1ccc2oc(-c3ccccc3)nc2c1
-5.8%	11.7%	3.0%	O=C(N/N=C/c1ccc[nH]1)c1ccccc1[N+](=O)[O-]
6.0%	6.9%	1.9%	COc1cccc(-c2nnc3n2N=C(c2cccc(Br)c2)CS3)c1
x	-2.3%	7.4%	Cc1ccc(CSC2=Nc3ccccc3C3=NC(CC(=O)NC4CCCCC4)C(=O)N23)cc1 (stereo not drawn)
-2.1%	3.7%	1.2%	CC(C)CC(O)C1CCN(C(=O)CCc2nnc(-c3ccc4c(c3)OCO4)o2)CC1 (stereo not drawn)
-0.6%	-1.4%	0.0%	Cc1ccnc(SCC(=O)c2ccc(Br)s2)n1
-5.5%	2.5%	3.6%	Cc1cc(C)nc(SCc2ccc(C(=O)N/N=C/c3ccccc3C(=O)O)cc2)n1
17.8µM*	0.3%	x	C[C@@]12CC[C@H]3OC(=O)C=C3C1CC[C@@]13CC(CCC12)[C@](CO)(O[C@H]1O[C@H](CO)[C@@H](O)[C@H](O)[C@H]1O)C3 (stereo partly drawn)
20.4%	u	6.7%	Cc1ccc(-c2nnn(CC(=O)N(c3ccccc3F)C(C(=O)NCC3CCCO3)c3c[nH]c4ccccc34)n2)cc1 (stereo not drawn)
-10.6%	12.0%	-7.9%	Cc1nc(N[C@@H](Cc2c[nH]c3ccccc23)C(=O)O)c2oc3ccccc3c2n1
-14.1%	u	-2.4%	COc1cc(NC(=O)c2ccnc(N)c2)cc(C(=O)Nc2cccc(C(F)(F)F)c2)c1

# (more compounds)
N370S GC mod	FEN1 inh	TDP1 block	Structure
2.6%	-7.1%	1.8%	COc1ccc2cnnc(SCC(=O)Nc3ccc(C(C)=O)cc3)c2c1OC
6.9%	0.7%	2.3%	Cc1nc(Cl)c(C(=O)NC(C)(C)C)c(C)c1Cl
x	1.6%	2.5%	COc1ccc(Nc2nc3ccc(Cl)cc3n3nnnc23)cc1OC
u	-1.0%	2.6%	CC1=C(C)CC(C(=O)NNC(=O)c2cccc(Cl)c2)C(C(=O)O)C1 (stereo not drawn)
x	-0.7%	-0.6%	CCCN1CNc2c(c(=O)[nH]c(=S)n2CCc2ccc(C)cc2C)C1
-1.2%	12.0%	0.0%	O=[N+]([O-])c1ccc(OCc2cccc(COc3ccc([N+](=O)[O-])cc3)n2)cc1
-10.0%	29.1%	2.7%	COc1ccccc1OCc1csc(N)n1
u	-6.1%	2.6%	Cc1ccc(NC(=O)c2ccccc2N(C)S(=O)(=O)c2ccccc2)c(C)c1
-15.0%	-8.1%	7.0%	COc1ccccc1NC(=O)Nc1ccc(Br)cn1
-7.1%	-6.6%	0.0%	Cc1nnc(Sc2cc(C(=O)NCCCN(C)Cc3ccccc3)c3ccccc3n2)s1
1.5%	-0.4%	9.2%	O=C(O)c1ccc(N/N=C/C=C/c2ccccc2[N+](=O)[O-])cc1
x	4.5%	5.1%	Cc1ccc(C)c(N2CCN(C(=O)C(C)n3c(C)c4cnn(-c5ccccc5)c(=O)c4c3C)CC2)c1 (stereo not drawn)
-2.4%	-0.4%	2.9%	COc1ccc(C(=O)N2CCN(C(=O)C3COc4ccccc4O3)CC2)cc1OC (stereo not drawn)
-2.7%	-3.4%	x	Cc1ccc(SCC(=O)c2ccc(CC(=O)O)s2)cc1
-2.5%	-10.3%	x	O=C(NCCS(=O)(=O)NC1CCCC1)c1ccccc1
-5.6%	-11.0%	2.2%	CCC(C)Cn1c(C)nc2ccccc21 (stereo not drawn)
2.5%	x	5.1%	Cc1cccc(/C=N/NC(=O)c2ccc3c(c2)OCCO3)c1O
u	16.1%&10.8%	-5.0%	Cc1cc2[nH]c(=O)c(=O)[nH]c2cc1S(=O)(=O)N1CCN(c2cccc(Cl)c2)CC1
5.1%	-12.8%	6.8%	Cc1[nH]c2ccccc2c1/C=N/NC(=O)c1cc(C(C)(C)C)[nH]n1
-4.0%	x	-11.7%	COc1ccc(-c2cc(=O)c3c(O)c(OC)c(O[C@@H]4OC(COC5OC(C)C(O)C(O)[C@@H]5O)C(O)C(O)C4O)cc3o2)cc1 (stereo partly drawn)
x	-7.5%	0.0%	Cc1ccc(NC(=O)Cn2cc(S(=O)(=O)N3CCC(C)CC3)c3ccccc3c2=O)c(Br)c1
18.3%	-4.2%	2.6%	O=C(NC(=S)Nc1ccccc1F)c1ccc(Br)o1
-7.1%	-5.8%	7.5%	CC1Cc2cc(/C(O)=C3/C(=O)C(=O)N(CCCn4ccnc4)C3c3ccc(F)cc3)ccc2O1 (stereo not drawn)
-12.8%	0.2%	1.5%	Cc1ccn(CCC(=O)N2CCc3ccccc32)n1
-5.2%&9.0%	1.5%&-2.9%	22.1%	COc1cc(OC)c2c(-c3ccccc3)cc(=O)oc2c1C(CC(=O)N1CCOCC1)c1ccc(N(C)C)cc1 (stereo not drawn)
-5.0%	-17.6%	x	COCCCN(CCNC(=O)c1ccc(NC2=NC3CS(=O)(=O)CC3S2)cc1)Cc1ccco1 (stereo not drawn)
-3.4%	4.0%	3.7%	O=C(NCCN1CCOCC1)c1ccc(Cl)c(S(=O)(=O)N2CCOCC2)c1
